APJ agonist: agonists of human apelin receptor APJ, primary screen, CHO-K1 cells, PathHunter beta-arrestin, luminescence | P35414 | 0% DMSO wells, 100% apelin | activation, % at 20 µM | 0.11% of 330,000 active;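 active means activation more than six SD over the plate average, tested at 20 µM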;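 further: 0% = DMSO alone and 100% = apelin-13 at 10 nM; some results filed as inactive read as strong as hits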
Target sequence (P35414 whole entry, looked up): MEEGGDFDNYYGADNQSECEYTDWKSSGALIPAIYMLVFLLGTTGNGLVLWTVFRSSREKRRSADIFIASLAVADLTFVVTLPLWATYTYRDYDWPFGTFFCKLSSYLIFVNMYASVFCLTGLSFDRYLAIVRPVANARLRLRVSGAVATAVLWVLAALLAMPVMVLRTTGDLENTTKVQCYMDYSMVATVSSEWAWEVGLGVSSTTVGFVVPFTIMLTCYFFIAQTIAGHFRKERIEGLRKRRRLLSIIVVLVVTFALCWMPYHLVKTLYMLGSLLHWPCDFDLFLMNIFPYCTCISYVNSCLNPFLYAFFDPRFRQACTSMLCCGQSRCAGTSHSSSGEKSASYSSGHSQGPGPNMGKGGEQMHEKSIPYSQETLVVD
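Incubation: overnight seeding, 90 min compound at 25 °C, 1 h detection; test system: PathHunter CHO-K1 APJ (AGTRL-1) beta-arrestin reporter cells; amount: 1000 cells/well; doses: one dose, 20 µM compound, 1% DMSO; measured by: beta-gal luminescence; measure: agonist-driven arrestin binding to APJ; benchmarks: negative DMSO alone, positive Apelin-13 at 10 nM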
CXCR6 inh: CXCR6 receptor inhibitors, primary screen, cell-based, beta-arrestin, luminescence, CHO-K1 PathHunter, 1536-well. C-X-C chemokine receptor type 6 (Homo sapiens), O00574. inhibition, % at 20 µM. 0.36% of 360,000 active; in the data active means inhibition above about 34%, passing the limit was not always enough;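 further: antagonist mode with CXCL16 agonist at 10 nM final; 0% = 10 nM CXCL16 with DMSO and 100% = unstimulated wells without agonist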
Target sequence (O00574 whole entry, looked up): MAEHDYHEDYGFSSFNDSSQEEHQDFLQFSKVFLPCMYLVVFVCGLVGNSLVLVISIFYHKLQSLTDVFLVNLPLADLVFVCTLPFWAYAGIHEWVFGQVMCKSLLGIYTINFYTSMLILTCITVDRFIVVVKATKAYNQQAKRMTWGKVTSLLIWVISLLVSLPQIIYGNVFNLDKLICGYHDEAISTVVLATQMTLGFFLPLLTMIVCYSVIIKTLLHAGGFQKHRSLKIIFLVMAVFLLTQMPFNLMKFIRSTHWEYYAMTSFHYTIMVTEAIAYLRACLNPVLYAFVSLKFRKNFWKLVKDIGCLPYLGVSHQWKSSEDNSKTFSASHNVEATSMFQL
Mdm2 MdmX PPI: inhibitors of human Mdm2-MdmX association, primary screen, cell-based, luminescence, split luciferase, SaOS-2, uHTS. Protein Mdm4 (Homo sapiens) + E3 ubiquitin-protein ligase Mdm2 (Homo sapiens), …. SaOS-2 split-luciferase Mdm2/MdmX complementation. inhibition, % at 8 µM. 3% of 330,000 active;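 active means inhibition of at least 50% at 8 µM in the primary screen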
UPR CHOP act: activators of apoptotic CHOP UPR arm, primary screen, cell-based, CHO-CHOP luciferase reporter, luminescence, uHTS; activation, % at 10 µM; 0.34% of 330,000 active; UPR activation; percent of tunicamycin response over DMSO baseline;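 active means at 10 µM dose, activation of 40% or more, normalized to positive control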;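 further: 100% = tunicamycin at 10 µg/mL and 0% = DMSO alone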
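Material: CHO-CHOP cells, stable luciferase reporter of PERK-eIF2a-CHOP signalling; quantity: 500 reporter cells seeded per well; buffer or medium: F12 medium containing 10% fetal bovine serum; compound: one dose, 10 µM in 0.5% DMSO; incubation: 6 h compound treatment, 37 °C; measured by: Steady-Glo luciferase luminescence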
UPR XBP1 act: activators of adaptive XBP1 UPR arm, primary screen, cell-based, CHO-XBP1 luciferase reporter, luminescence, uHTS; IRE1-XBP1 UPR activation; percent of tunicamycin response, DMSO as zero; activation, % at 20 µM; 0.33% of 330,000 active; AID 463104, 2010;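 active means versus positive control, 20 µM dose yields 30% or more activation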;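 further: 100% = tunicamycin at 10 µg/mL and 0% = DMSO only wells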
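Material: IRE1-XBP1 luciferase reporter CHO line / Quantity: one thousand reporter cells per well / Buffer or medium: F12 with 10% serum / Compound: 20 µM single concentration, DMSO 1% / Times: 6 h treatment, 37 °C / Detection: Steady-Glo luciferase glow luminescence, 10 min after reagent addition / Benchmarks: tunicamycin high, DMSO low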
EBI2 antag: EBI2 receptor antagonists, beta-arrestin recruitment, primary screen, cell-based, luminescence, 7a,25-OHC stimulation, uHTS; 7a,25-OHC stimulated; G-protein coupled receptor 183 (Homo sapiens), P32249; AID 651636, 2012; 0.81% of 360,000 active; inhibition, % at 5 µM; in the data active means inhibition above about 38%;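 further: enzyme fragment complementation signal reports receptor beta-arrestin coupling in cells; 0% = agonist plus DMSO wells and 100% = wells without agonist; some results beyond the cut were filed as inactive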
Target sequence (P32249 whole entry, looked up, the tested form may be a part): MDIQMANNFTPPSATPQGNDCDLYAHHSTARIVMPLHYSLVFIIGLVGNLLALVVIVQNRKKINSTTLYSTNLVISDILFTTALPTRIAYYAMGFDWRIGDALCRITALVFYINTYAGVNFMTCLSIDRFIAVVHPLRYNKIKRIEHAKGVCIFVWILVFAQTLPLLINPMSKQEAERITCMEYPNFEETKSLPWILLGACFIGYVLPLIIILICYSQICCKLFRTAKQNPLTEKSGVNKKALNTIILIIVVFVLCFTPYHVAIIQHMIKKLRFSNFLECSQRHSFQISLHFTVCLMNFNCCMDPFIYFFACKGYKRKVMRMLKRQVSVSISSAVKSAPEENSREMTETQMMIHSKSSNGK
CCR6 antagonist: CCR6 receptor antagonists, primary screen, cell-based, CHO-K1, luminescence, beta-arrestin, uHTS. inhibition, % at 20 µM. AID 493098, 2011. 0.49% of 340,000 active. C-C chemokine receptor type 6 (Homo sapiens), P51684. CHO-K1 CCR6 PathHunter beta-arrestin, CCL20-stimulated;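 active means compounds whose inhibition of the agonist-driven luminescence signal at 20 µM reaches about 50%, limit read from the data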;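 further: cells stimulated with CCL20 at 14 nM final; plate controls were DMSO with CCL20 for no effect and DMSO without agonist for full effect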
tim23-1 inh: growth inhibitors of tim23-1 mutant yeast, primary screen, luminescence, uHTS; inhibition, % at 20 µM; S. cerevisiae tim23-1 growth, BacTiter-Glo luminescence, 24 h; AID 463212, 2010; 1.3% of 330,000 active;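 active means growth inhibition of the mutant yeast at or above 50%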;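 further: temperature-sensitive mutant grown at 25 °C; plate controls were DMSO-treated mutant yeast for no effect and medium wells lacking yeast for full effect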
APJ antag: antagonists of human apelin receptor APJ, primary screen, CHO-K1 cells, beta-arrestin complementation, luminescence | 0.32% of 330,000 active | inhibition, % at 20 µM | P35414;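 active means inhibition above about 40% at 20 µM, limit read from the data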;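 further: cells challenged with 10 nM apelin-13 agonist together with compound; plate controls were apelin-13 plus DMSO wells for no effect and DMSO wells lacking apelin-13 for full effect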
* = called active by the depositor; x = no result given.

SMILES	APJ agonist	CXCR6 inh	Mdm2 MdmX PPI	UPR CHOP act	UPR XBP1 act	EBI2 antag	CCR6 antagonist	tim23-1 inh	APJ antag
Cc1cccc(C2=NN(c3ccc(Br)cc3)[C@@H](C(=O)N3CCOC3=O)[C@@H]2c2ccc(Cl)cc2)c1	x	7	27	6.0	1	3	16	40	x
CN(CC(=O)Nc1ccc(F)cc1)C(=O)c1cc2c(s1)CCCCC2	-1	8	11	0.1	1	-16	9	4	18
CN(C(=O)COC(=O)c1ccc(NS(=O)(=O)c2cccs2)cc1)C1CCCCC1	-2	1	-3	-1.3	-3	10	21	-1	1
CC1CC1C(=O)OCC(=O)NC(=O)c1ccccc1 (stereo unspecified)	-2	-10	11	0.2	-2	-12	-1	-9	19
CCCCOC(=O)CCNc1n[nH]c(=O)[nH]c1=O	-1	0	27	-1.6	0	-6	2	12	-6
COC(=O)c1ccccc1NC(=S)N(Cc1ccc2c(c1)OCO2)Cc1cc2ccc(C)cc2[nH]c1=O	-1	2	-3	0.8	-1	-2	20	19	-6
CC(O)C1C(=O)OC2(C)CC(C)(C)NC(=S)N12 (stereo unspecified)	3	0	-19	-0.1	1	-7	0	7	7
CS(=O)(=O)N(CC(=O)Nc1cc(Cl)ccc1Cl)c1ccccc1	-1	0	-7	-0.6	-1	-6	-1	16	29
CNC(=O)c1c(NC(=O)CCS(=O)(=O)c2ccc(C)cc2)sc2c1CCN(C(=O)OC)C2	-2	2	-2	0.5	1	4	0	-1	23
Cc1cc(C)c(C(=O)CSc2nc(C)cc(=O)[nH]2)c(C)c1	-1	-3	18	0.3	2	-2	4	16	-4
NCCCNCCCCNCCCN	-2	2	5	-0.3	-2	-14	16	45	5
CC(C)CC1C(C#N)=C(N)OC2=C1C(=O)CC(c1ccccc1)C2 (stereo unspecified)	-1	2	-6	0.7	-2	-14	-5	47	-17
O=C(OCC(=O)N1CCc2ccccc21)c1ccc[nH]c1=O	-1	6	-3	0.0	0	-10	0	3	9
Cc1c(-c2ccccc2)[n+](=O)c(-c2ccco2)c(C)n1[O-]	-1	9	11	-2.2	-1	-16	12	7	-1
O=C(COC(=O)Cc1cccs1)Nc1ccc(F)c(F)c1F	5	0	-25	-1.0	-1	-1	-15	16	5
Cc1cc(C(F)(F)F)nc(CCNC(=O)C2CCC(=O)N(Cc3cccc(F)c3)C2)n1 (stereo unspecified)	-6	6	19	3.2	0	-5	15	-2	12
COc1ccc(CN(CC(=O)NCc2ccco2)C(=O)CCC(=O)Nc2ccccn2)cc1	-4	-1	24	-1.3	-1	-4	15	-3	22
COc1ccc2c(-c3ccccc3)cc3nnnn3c2c1	-4	15	22	0.6	5	17	15	4	18
CC(C)c1ccc(N(C(=O)c2snc(C(N)=O)c2N)C(C(=O)NCC2CCCO2)c2ccc(N(C)C)cc2)cc1 (stereo unspecified)	0	8	-3	6.6	2	17	5	18	-6
O=C(N/N=C/c1ccccc1OCC(=O)N1CCCC1)C(=O)Nc1ccccc1F	-1	-18	28	2.6	0	-11	4	15	-51
CC(C)(C)OC(=O)N1CCC(CC2CC(c3ccc(Cl)cc3)=NO2)(C(=O)NCC2CCCCC2)CC1 (stereo unspecified)	-2	6	11	4.6	3	8	11	24	-51
Cc1nc(SCc2c(F)cccc2Cl)c2c(=O)n(C)c(=O)n(C)c2n1	-3	13	-37	-1.8	4	14	12	18	10
COc1ccc(-n2nnnc2CNC(=O)C(=O)c2c[nH]c3ccccc23)cc1	7	-7	-3	0.6	4	-4	-2	6	-4
CCc1noc(C)c1C(=O)OCC(=O)N(CC)c1c(N)n(Cc2ccccc2)c(=O)[nH]c1=O	4	-1	3	0.5	0	-4	5	-2	-46
CCN1CCN(C(c2ccccc2OC)c2nnnn2C2CCCCC2)CC1 (stereo unspecified)	1	9	-23	-3.3	-3	1	8	6	-21
Cc1ccc2c(c1)c(N=NC(N)=O)c(O)n2C	-3	3	-4	2.9	-5	1	11	22	-13
CCC(=O)N1CCC2(CC1)Oc1ccc(Cl)cc1C(=O)C21CC(c2ccccc2)=NO1 (stereo unspecified)	4	8	13	-1.2	0	13	11	4	-3
CCn1c(CSCc2ccc(C)cc2)nnc1SCC(=O)NCc1ccccc1	-1	9	14	-0.7	-4	-8	25	20	9
COc1cccc(C(=O)NCCS(=O)(=O)NCc2ccc(Cl)cc2)c1	1	3	-33	2.8	-1	-3	8	-7	-12
O=C(CSc1n[nH]c(=O)[nH]c1=O)Nc1ccc(C(=O)O)cc1	-3	-3	18	-2.1	-4	49*	12	12	12
CC(C)C(=O)N1CCN(c2ccc([N+](=O)[O-])cc2Cl)CC1	-4	-3	-2	1.8	-5	-4	12	15	-8
N#Cc1cc2c(nc1SC1CCCCC1O)CCCC2 (stereo unspecified)	-4	9	23	-1.8	1	-8	10	18	-14
CC1CCCC(NC(=O)COC(=O)c2cccc(S(=O)(=O)N3CCCCC3)c2)C1C (stereo unspecified)	0	9	-7	-0.7	0	5	3	-7	15
CCCC[C@@H](CNC)NC[C@H](Cc1ccc(O)cc1)NCCc1ccc(OCC)cc1	-2	9	98*	0.8	-1	2	10	1	24
COc1ccc(N(CC(=O)NCc2ccccn2)S(=O)(=O)c2ccccc2[N+](=O)[O-])c(OC)c1	-3	1	23	0.6	-4	0	0	1	8
CCN1CCN(c2ccc(NC(=O)COc3ccc(Cl)cc3C)cc2)CC1	-5	5	25	0.9	-1	-20	6	1	-10
CCn1c(N)nc2c1c(=O)n(C)c(=O)n2C	-3	-2	5	-1.4	1	3	-1	-16	-40
Cc1ccc(S(=O)(=O)N2CCN(C(=O)COC(=O)CSc3ccc(C)c(C)c3)CC2)c(C)c1	-1	7	-4	0.3	2	0	-3	23	18
CCOC(=O)C1(C)NC(c2ccccc2F)C2C(=O)N(CC)C(=O)C21 (stereo unspecified)	3	2	21	1.2	-2	0	10	-9	8
COc1cc(C(C(=O)NCc2ccccc2)N(Cc2ccco2)C(=O)c2cnccn2)cc(OC)c1OC (stereo unspecified)	-1	-1	0	-1.6	3	1	8	8	-10

Gathered by group: the compounds so far containing a furan ring, fused or not (3)
SMILES	APJ agonist	CXCR6 inh	Mdm2 MdmX PPI	UPR CHOP act	UPR XBP1 act	EBI2 antag	CCR6 antagonist	tim23-1 inh	APJ antag
Cc1c(-c2ccccc2)[n+](=O)c(-c2ccco2)c(C)n1[O-]	-1	9	11	-2.2	-1	-16	12	7	-1
COc1ccc(CN(CC(=O)NCc2ccco2)C(=O)CCC(=O)Nc2ccccn2)cc1	-4	-1	24	-1.3	-1	-4	15	-3	22
COc1cc(C(C(=O)NCc2ccccc2)N(Cc2ccco2)C(=O)c2cnccn2)cc(OC)c1OC (stereo unspecified)	-1	-1	0	-1.6	3	1	8	8	-10

(list continues)
SMILES	APJ agonist	CXCR6 inh	Mdm2 MdmX PPI	UPR CHOP act	UPR XBP1 act	EBI2 antag	CCR6 antagonist	tim23-1 inh	APJ antag
C[C@H]1CN([C@@H](C)CO)C(=O)c2cccc(NS(=O)(=O)c3ccc(F)cc3)c2O[C@H]1CN(C)S(=O)(=O)c1cn(C)cn1	-1	-1	-17	1.4	-3	-4	1	10	-1
Cc1cccc(NC(=O)CN2CCN(C(=O)C3CCCO3)CC2)c1C (stereo unspecified)	2	-3	5	-0.4	-5	-17	7	-6	18
COC(=O)c1c(C)oc(C)c1S(=O)(=O)NC(c1ccccc1)c1ccccc1	-1	18	4	-0.7	-2	23	10	42	26
CCCOc1ccc(C(O)(CCN2CCCCC2)c2ccccc2OC)cc1 (stereo unspecified)	0	4	21	-0.4	-1	-5	16	4	0
CC(Cc1ccccc1)NC(=O)c1ccc([N+](=O)[O-])cc1 (stereo unspecified)	1	-2	-93	3.7	-1	2	2	13	-27
COc1cc(CNC(=O)c2ccc3oc(C(C)C)nc3c2)cc(OC)c1	-3	4	1	1.8	-3	3	18	23	0
CCCCNc1cnn(-c2ccccc2)c(=O)c1Cl	0	2	-21	8.3	1	1	17	6	1
O=C(c1ccc(-c2cc(Cl)ccc2Cl)o1)N1CCOCC1	-4	-5	-2	3.4	6	-4	19	17	15
CC(C(=O)Nc1ccncc1)(c1ccccc1)c1ccccc1	-2	4	23	-1.0	0	5	8	11	12
CCn1ncc(Cl)c1C(=O)Nc1cc([N+](=O)[O-])ccc1OC	6	5	23	4.8	1	9	4	4	19
O=C(COc1ccccc1)NCC1CCCO1 (stereo unspecified)	-3	4	-14	-1.8	-3	-7	-2	-12	23
Cc1ccc2c(c1)[C@H]1[C@H](CO2)[C@H](c2ccccc2)[C@]2(C)C(=O)N(Cc3ccc(F)cc3)CC(=O)N12	-2	11	12	2.6	-1	30	-2	34	-4
COc1cc(NC(=O)Nc2ccccc2)c(OC)cc1NC(=O)CN1CCCCC1	1	-4	-7	2.2	-2	8	1	11	-25
CC(C)CN(C(=O)COC(=O)CCc1c[nH]c2ccccc12)c1c(N)n(Cc2ccccc2)c(=O)[nH]c1=O	10	4	-4	-0.8	-4	3	11	1	-1
Cc1ccc(S(=O)(=O)N[C@H](C(=O)OCC(=O)NC(=O)NCc2ccco2)C(C)C)cc1	0	14	14	-1.6	-2	6	-2	13	13
CCCN(C(=O)c1cc2c(s1)CCC2)c1c(N)n(Cc2ccccc2)c(=O)[nH]c1=O	-1	-2	31	0.2	-1	-2	10	7	12
Cc1ccc(S(=O)c2snnc2C)cc1 (stereo unspecified)	-1	-12	-7	2.7	2	0	12	7	3
CN(C)S(=O)(=O)c1ccc(C(=O)OCC(=O)Nc2ccc3c(c2)OCO3)cc1	-3	2	2	-1.1	0	10	5	7	6
CC1=C2C3OC(=O)C(C)[C@@H]3CC[C@](C)(O)C2C2C3C4C5(C12)[C@H]1OC(=O)[C@@H](C)C1CC[C@]4(C)O[C@]5(C)[C@@H]3O (stereo partly specified)	-3	13	15	1.3	-5	5	7	2	6
O=C(COc1ccc([N+](=O)[O-])cc1)Nc1ccccc1C(=O)NC1CC1	7	-4	15	-0.9	0	3	13	-17	27
COC(=O)C1=C(C(=O)OC)[C@@H]2N(C)c3ccccc3[C@@]23C[C@@H](C(=O)OC)N(C(C)=O)C3=N1	1	1	4	-2.2	-1	-8	5	18	15
Cc1ccc(C(=O)Nc2ccon2)cc1S(=O)(=O)N1CCOCC1	-1	9	-7	-1.1	-2	-10	2	18	16

An excerpt, so the mix of outcomes need not match the whole.
